# Compound activity as filed in PubChem BioAssay.
# TAAR1 antag: human TAAR1 antagonists, primary screen, Fluo-8 calcium fluorescence, CHO RD-HGA16 cells. antagonist. inhibition, % at 3 µM. Trace amine-associated receptor 1 (Homo sapiens), Q96RJ0. 1.5% of 360,000 active;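 active means inhibition above a per-plate cutoff, the mean inhibition of test compounds on that plate plus 3 SD, cut at about 49% in these data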;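 further: 0% = DMSO plus EC80 beta-PEA response and 100% = DMSO alone without agonist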
# Target sequence (Q96RJ0 whole entry, looked up): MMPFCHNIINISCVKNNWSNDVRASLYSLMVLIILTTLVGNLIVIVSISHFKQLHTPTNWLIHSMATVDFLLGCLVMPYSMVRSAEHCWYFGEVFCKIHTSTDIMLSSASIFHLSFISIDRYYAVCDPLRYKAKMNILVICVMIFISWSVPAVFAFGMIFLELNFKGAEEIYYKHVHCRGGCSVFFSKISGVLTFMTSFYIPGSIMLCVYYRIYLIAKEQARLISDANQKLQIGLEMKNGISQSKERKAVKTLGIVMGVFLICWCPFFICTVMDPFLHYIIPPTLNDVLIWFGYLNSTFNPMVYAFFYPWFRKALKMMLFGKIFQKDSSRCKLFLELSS
#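 Assay system: RD-HGA16 CHO cells with stable hTAAR1 and Gα16 / Reagent: EC80 β-phenethylamine stimulus / Doses: 3 µM, single point / Timing: dye loading 75 min at 37 °C, then 30 min room temperature / Measured by: Fluo-8 intracellular calcium dye fluorescence, real-time kinetic reads / Controls: vehicle wells and EC80 agonist wells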
# CHO-K1 Ca antag: nonselective inhibitor or artifact in parental CHO-K1 cells; ATP-induced calcium, Fluo-8 fluorescence; inhibition, % at 3 µM; 0.6% of 360,000 active; AID 602250;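 active means inhibition above a per-plate cutoff, the plate's mean sample inhibition plus 3 SD, cut at about 24% in these data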;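 further: 0% = DMSO plus EC80 ATP and 100% = DMSO alone without ATP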
# CHO parental Ca: ATP-evoked calcium signal inhibitors, parental CHO, primary screen, counter-screen for OX1R antagonist project, cell-based, fluorescence, Fluo-8 calcium dye; parental CHO-K1, ATP-induced calcium, Fluo-8 fluorescence; inhibition, % at 5.6 µM; 0.63% of 330,000 active;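 active means inhibition above that plate's mean sample inhibition plus 3 SD, cut at about 26% in these data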;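 further: 0% = ATP-challenged DMSO wells and 100% = DMSO wells without ATP; some compounds past the cut are filed as inactive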
#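 Test system: parental CHO cells; detection: calcium-sensitive Fluo-8 fluorescence; evaluation: percent inhibition of calcium signal; also added: ATP as calcium-mobilizing challenge; repeats: one well per compound; control set: ATP-challenged DMSO wells low, unchallenged DMSO wells high; compound: single nominal dose of 5.6 µM per compound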
# M1 PAM parental: nonselective calcium activators in parental CHO-K1 cells, primary screen, counter-screen for M1 PAM project, cell-based, Fluo-8 calcium fluorescence, full deck, 1536-well; ATP EC20; 0% at ATP EC20, 100% at ATP max; activation, % at 3 µM; 0.02% of 360,000 active; AID 602247, 2012;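 active means activation above the run cutoff, the mean activation of all test compounds plus 3 SD, cut at about 40% in these data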;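 further: peak over basal fluorescence ratio in a 140 s read after ATP addition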
# M1 ag: human M1 muscarinic receptor agonists, primary screen, Fluo-8 calcium fluorescence, CHO-K1 cells, HTS; CHO-K1 hM1, agonist mode; 0% DMSO, 100% acetylcholine EC100; activation, % at 3 µM; 0.33% of 360,000 active; Muscarinic acetylcholine receptor M1 (Homo sapiens), P11229;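 active means activation above the run's mean compound activation plus 3 SD, cut at about 16% in these data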;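 further: peak over basal fluorescence ratio within a 140 s kinetic read after compound addition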
# Target sequence (P11229 whole entry, looked up): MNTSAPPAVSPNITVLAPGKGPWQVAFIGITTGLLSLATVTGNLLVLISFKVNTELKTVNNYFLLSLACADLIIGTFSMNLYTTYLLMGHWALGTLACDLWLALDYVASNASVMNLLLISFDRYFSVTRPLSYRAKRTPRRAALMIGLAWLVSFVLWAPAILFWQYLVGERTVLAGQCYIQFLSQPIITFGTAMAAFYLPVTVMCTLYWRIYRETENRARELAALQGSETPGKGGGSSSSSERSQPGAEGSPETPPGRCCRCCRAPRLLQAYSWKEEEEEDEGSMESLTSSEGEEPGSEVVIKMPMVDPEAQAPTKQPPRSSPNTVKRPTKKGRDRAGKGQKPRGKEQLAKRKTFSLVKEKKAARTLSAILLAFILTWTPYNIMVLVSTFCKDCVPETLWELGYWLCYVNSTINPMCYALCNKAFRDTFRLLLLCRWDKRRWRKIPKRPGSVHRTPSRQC
# M1 PAM: human M1 muscarinic receptor positive allosteric modulators, primary screen, CHO-K1 cells, Fluo-8 calcium fluorescence, 1536-well. Muscarinic acetylcholine receptor M1 (Homo sapiens), P11229. CHO-K1 hM1, ACh EC20; 0% = ACh EC20, 100% = maximal ACh. activation, % at 3 µM. 0.088% of 360,000 active; in the data active means activation above about 19%, passing the limit was not always enough
# TAAR1 ag: human TAAR1 agonists, primary screen, Fluo-8 calcium fluorescence, CHO RD-HGA16 cells. vehicle wells 0%, saturating PEA agonist 100%. 0.99% of 360,000 active. Trace amine-associated receptor 1 (Homo sapiens), Q96RJ0. activation, % at 3 µM;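 active means activation above the mean activation of all test compounds in the run plus 3 SD, cut at about 38% in these data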
#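 System: CHO-derived RD-HGA16 cells with stable Gα16 and human TAAR1. Times: 17-24 h plating, Fluo-8 75 min 37 °C, 30 min RT. Measured by: calcium-sensitive Fluo-8 signal, excitation 470-495, emission 515-575 nm. Read-out basis: % activation relative to PEA EC100 response. Control set: DMSO and PEA EC100. Repeats: no replicates (n 1).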
# CHRM1 antagonist: human M1 muscarinic receptor antagonists, primary screen, CHO-K1 cells, Fluo-8 calcium fluorescence, 1536-well. inhibition, % at 3 µM. 1.3% of 360,000 active. Muscarinic acetylcholine receptor M1 (Homo sapiens), P11229. CHO-K1 hM1, ACh EC80 antagonist;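 active means percent inhibition above its own plate's cutoff, namely the mean of that plate's compound wells plus 3 SD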;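 further: peak over basal fluorescence ratio during 140 s after agonist addition; 0% = ACh EC80 plus DMSO and 100% = DMSO alone without agonist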
# CHO-K1 Ca ag: counter-screen for M1 agonists: effect in parental CHO-K1 cells. Fluo-8 calcium fluorescence; scaled to maximal ATP response, vehicle zero. activation, % at 3 µM. 0.48% of 360,000 active. AID 602248, 2012; in the data active means activation above about 15%;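 further: untransfected CHO-K1 host cells lacking M1 receptor as counterscreen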
# * = called active by the depositor; . = no result given.
# Below each compound: TAAR1 antag, CHO-K1 Ca antag, CHO parental Ca, M1 PAM parental, M1 ag, M1 PAM, TAAR1 ag, CHRM1 antagonist, CHO-K1 Ca ag
1	C/C=C/C=C\C(=O)Nc1cccc(C2=NOC3(C2)C[C@@H](C(N)=O)N(C(=O)c2cc([N+](=O)[O-])cc([N+](=O)[O-])c2)C3)c1 (stereo not given in full)
    6, -5, -4, 9, -2, 10, 3, -6, 0.0
2	COCCN(C(=O)COC(=O)/C=C/c1nc2ccccc2s1)c1c(N)n(Cc2ccccc2)c(=O)[nH]c1=O
    -22, -7, -24, 11, -1, 1, -1, -10, 0.6
3	CC(=O)O/N=C/c1c(N2CCOCC2)n(C)c2ccccc12
    4, -1, -4, 12, -5, 3, 11, -7, 0.1
4	CCCN(CC(=O)Nc1ccccc1OC)C(=O)c1cccc(S(=O)(=O)Nc2ccc(OC)cc2)c1
    0, 1, -21, -1, -2, -5, 6, 11, 1.5
5	O=C(c1ccccc1N1CCOCC1)N1CCCC(Nc2ccc(F)cc2)C1 (stereo not given)
    -18, -18, -11, 16, -1, 5, 2, -3, 0.8
6	CN(C)c1ccnc(Oc2ccc(C(C)(C)C)cc2)c1C#N
    21, -20, 0, 15, -9, -10, 6, 11, 1.2
7	CC1=C(C)CC2C(=O)N(c3cccc4ccccc34)C(=O)C2C1 (stereo not given)
    -17, 4, -11, -3, -3, 1, 0, -9, 0.2
8	CCCOc1ccc(-c2nnn(CC(=O)N3CCCC(C)C3)n2)cc1 (stereo not given)
    -6, -7, -15, 12, 1, -1, 9, -17, 2.0
9	N#Cc1ccc(C#Cc2ccc3oc4ccccc4c(=O)c3c2)cc1
    -4, -8, -3, -3, -5, 3, 8, -3, 0.1
10	Oc1c(Br)cc(/C=N/n2c(-c3ccccc3)n[nH]c2=S)cc1Br
    -5, 2, ., 6, 1, 4, 4, -2, 1.5
11	CC(C)C[C@@H](CN)NC(=O)c1nc[nH]c1C(=O)N[C@@H](Cc1c[nH]c2ccccc12)C(=O)CNC[C@H](C)NC(=O)c1nc[nH]c1C(=O)N[C@@H](CC(=O)O)C(=O)O
    -15, -2, ., 1, 2, 18, 0, -7, -0.3
12	CCOC(=O)N1CCC(NC(=O)CN(C)S(=O)(=O)c2cc3c(cc2Cl)NC(=O)CO3)CC1
    -8, -28, -2, 14, -3, 4, 1, -7, 0.7
13	O=C(Cc1ccccc1)N/N=C\c1ccc(Br)o1
    ., -2, ., 8, -4, 5, ., -5, 0.1
14	COc1ccccc1OCCNc1nc2c(c(=O)n(C)c(=O)n2C)n1C
    -6, -21, -6, -19, -2, 2, 6, 5, 0.6
15	Cc1cccc(-c2nnn3c2nc(NCCc2ccc(S(N)(=O)=O)cc2)c2ccccc23)c1
    15, 2, -4, -10, 4, 3, 2, 6, 0.3
16	O=[N+]([O-])c1ccc2c(c1)C(O)n1nc(-c3ccc(Cl)cc3Cl)nc1S2 (stereo not given)
    9, -8, -9, 8, 0, -1, 5, 12, -0.2
17	Cn1c(CNC(=O)c2ccco2)nnc1SCCOc1ccccc1
    -5, -6, ., 2, -2, 9, 0, -10, 1.3
18	O=C(Cc1ccccc1)c1ccc(Cl)cc1
    -11, -4, -28, 0, -3, 1, 0, 9, -0.4
19	Cc1ccc(Cn2nnc3c(=O)[nH]c(C4CCN(S(=O)(=O)c5ccc(F)cc5)CC4)nc32)cc1
    -14, -14, -29, 28, -8, 6, 6, -9, 0.6
20	CC(C)(C)C1CCC(C(=O)Nc2ccccc2N2CCOCC2)CC1 (stereo not given)
    0, -7, -19, 14, -1, 9, 22, -7, 0.3
21	O=C1CCCN1c1cc(Cl)cc(Cl)c1
    -2, -7, -4, 14, -10, 10, 1, -6, 0.8
22	O=C(NCc1ccco1)c1cc([N+](=O)[O-])cc([N+](=O)[O-])c1
    2, -5, 2, 20, -3, -6, 3, 15, 4.8
23	CCOc1ccccc1NC(=O)CCNS(=O)(=O)c1ccc(NC(C)=O)cc1
    -25, -9, -11, 3, -3, 1, 1, 0, 1.1
24	CC(C)OC(=O)CSc1nc(N)c(C#N)c(-c2ccco2)c1C#N
    -11, 11, -1, -7, -3, -11, 10, 7, 1.7
25	COc1cccc2c(N/N=C/c3ccccc3)cc(C)nc12
    -5, 14, -2, -24, -6, 6, 2, -12, -0.6
26	Cc1ccc(CC(=O)NCC(O)c2ccccc2)cc1 (stereo not given)
    2, -22, -15, 17, 0, 13, 0, -25, 0.3
27	S=c1[nH]nc(-c2cc(-c3ccccc3)n[nH]2)n1/N=C/c1cccs1
    -17, 2, -9, -4, -4, 2, 0, 1, 0.0
28	CN(CC(=O)NC(=O)NC1CCCCC1)CC(=O)Nc1ccccc1C(F)(F)F
    -7, -4, ., 14, -2, 1, 3, -2, 1.9
29	COc1ccc2c(=O)c3c(=O)n(Cc4ccco4)c(-c4ccc(C)cc4)nc3oc2c1
    -20, -7, -12, 16, -6, 11, 0, -5, -0.3
30	Cc1cccc(-c2nc(CSCC(=O)N3CCN(c4ccccn4)CC3)c(C)o2)c1
    20, 4, 14, 8, -3, -5, 10, 8, 6.5
31	Cc1ccc(S(=O)(=O)NCc2ccc(C(=O)NC3CC3)cc2)cc1
    -22, -6, -4, 8, -6, 8, 1, -3, 0.8
32	COCCNc1oc(Cc2cccc3ccccc23)nc1C#N
    8, -4, -7, 17, 0, 16, 5, -25, 0.9
33	Cc1cccc(N2CCN(C(=O)c3cccc(N4CCCC4=O)c3)CC2)c1C
    -5, -7, -23, 13, -4, -7, -3, 12, 3.3
34	CC1CN(S(=O)(=O)c2cccc(C(=O)NCCCn3ccnc3)c2)CC(C)O1 (stereo not given)
    12, -3, -7, 22, -4, 1, 2, -3, 1.4
35	Cc1cc(/C([O-])=C(/C(=S)Nc2ccccc2)[n+]2ccccc2)c(C)n1-c1ccccc1
    2, 6, -4, -3, -2, 9, 0, -1, -0.2
36	CCSc1nc2ccccc2n1C(=O)/C=C\c1ccc(OC)c(OC)c1
    24, 4, -17, 18, 2, 12, 8, -20, -0.1
37	COc1ccc(S(=O)(=O)N2CCN(C(=O)Cc3ccsc3)CC2)cc1
    -18, 1, ., 7, -3, 8, 2, -30, 0.8
38	O=C(Cc1c(O)c2ccccc2[nH]c1=O)NCc1ccccc1F
    -9, -6, 4, 16, -6, 0, 4, -21, 0.4
39	Cc1ccc(C2c3[nH]c4ccccc4c3C[C@H]3C(=O)N(c4ccccc4C(=O)N4CCC[C@@H]4C(=O)O)C(=O)N23)cc1 (stereo not given in full)
    -14, -3, -1, 18, -1, 7, -1, -9, 0.4
40	COc1ccc(-c2[nH]ncc2CN2CCN(c3ccccn3)CC2)c(OC)c1
    -5, -16, -15, 19, -7, 6, 0, -7, 1.7
41	Cc1ccc(N2C(=O)C3C4C=CC(CNC(=S)N5CCN(c6ccccc6)CC5)(O4)C3C2=O)cc1 (stereo not given)
    -25, -2, 3, 15, -6, 1, 0, -5, 0.5
42	Cc1ccc(S(=O)(=O)N2CCCCC2)cc1NC(=O)CSc1ncccn1
    14, -10, -14, 9, -1, 1, 2, 5, 0.7
43	O=C(O)c1ccc2c(=O)n3c(nc2c1)/C(=C/c1ccc(OC(F)F)cc1OC(F)F)CC3
    -11, -2, 1, -6, -2, 13, 5, -6, -0.1
44	Cc1ccccc1Oc1nc2c(c(=O)n(C)c(=O)n2C)n1C
    3, -6, -5, -10, -3, 9, 3, -8, 0.1
45	CCOc1ccccc1NC(=O)CN(c1ccc(C)cc1)S(=O)(=O)c1c(C)n[nH]c1C
    15, -12, -22, 20, -6, -24, 10, 20*, -0.4
46	COC(=O)CCN(C(=O)C1C2CC3CC(C2)CC1C3)c1ccccn1 (stereo not given)
    -40, -1, -14, -5, 5, -1, 0, 10, 0.0
47	O=C(COC(=O)/C=C/c1cccc(Br)c1)NC1CCCC1
    -15, -12, -16, 2, -1, 6, 2, -23, -0.4
48	CCN(CC)CCNc1nc2c(c(=O)[nH]c(=O)n2C)n1CC(O)COc1ccc(Cl)cc1Cl (stereo not given)
    -20, -13, -20, 21, -6, 2, -1, -4, 0.4
49	CC(C)COc1cccc(C(=O)Nc2ccc(S(=O)(=O)N3CCOCC3)cc2)c1
    22, -2, -3, 5, -7, 7, 5, -6, 2.0
50	COc1ccc(C(=O)C2CCCN(S(=O)(=O)N(C)C)C2)c(C)c1 (stereo not given)
    -3, -5, -7, 11, -1, 10, 1, -11, 1.2
51	COc1ccc(NC(=O)CSc2nncn2C)cc1OC
    -10, -11, 0, 18, -2, 10, 5, -16, 0.7
52	COc1cccc(CN2C(=NC(=O)CCC3CCCC3)SC3CS(=O)(=O)CC32)c1 (stereo not given)
    -24, -16, -11, 0, -1, 2, 25, -5, 1.4
53	COc1ccccc1NC(=O)c1cc(-c2ccc(OC)c(OC)c2)nc2ccccc12
    55*, -13, ., 6, -3, -2, 8, 5, 1.6
54	COCc1cc(=O)[nH]c(SCC(=O)N2CCOCC2)n1
    -5, 10, -5, -1, 1, 8, 1, -4, 5.1
55	Cc1ccc(S(=O)(=O)N2CCN(Cc3nc4sc5c(c4c(=O)[nH]3)CCCC5)CC2)cc1
    -17, -11, -16, 16, -4, 6, -1, -8, 0.3
56	CSCC(=O)NC1CCCc2c1cnn2-c1ccc(C)c(C)c1 (stereo not given)
    -16, 0, -8, -7, 0, 0, 0, 4, 0.5
57	CCC(C)[C@@H](NC(=O)OC(C)(C)C)c1nnc(S(=O)(=O)Cc2cccc(C)c2)o1 (stereo not given in full)
    16, 26*, ., -10, -4, 7, 4, 4, 0.1
58	CC(Oc1cccc(F)c1)C(=O)/C=C\N(C)C (stereo not given)
    -18, -12, -22, 20, -2, 1, 8, 0, 3.1
59	CCN(CC)S(=O)(=O)c1ccc(NC(=O)c2cc(-c3ccccc3)nc3ccccc23)cc1
    54*, -6, -7, 15, -7, 2, 3, 5, 0.2
60	O=C(Cc1ccccc1[N+](=O)[O-])NCc1ccc2c(c1)OCO2
    -13, -1, -5, 21, -6, 3, -1, -4, 2.1
61	Cc1ccc(N2CC(C(=O)Nc3nnc(SCC(=O)Nc4nc(C)cs4)s3)CC2=O)cc1 (stereo not given)
    10, -10, 1, 19, 1, 15, 0, -15, -0.3
62	COc1cc(-c2cc3nc(NCCc4ccc(S(N)(=O)=O)cc4)ccn3n2)cc(OC)c1OC
    22, -2, ., -9, -5, -1, 0, 1, 0.5

# Entries listed so far that bear a hit mark in CHRM1 antagonist:
no.	smiles	TAAR1 antag	M1 ag	TAAR1 ag	CHRM1 antagonist
45	CCOc1ccccc1NC(=O)CN(c1ccc(C)cc1)S(=O)(=O)c1c(C)n[nH]c1C	15	-6	10	20*
